Pf growth 96h: P. falciparum growth inhibition at 96 hour, primary screen for plastid delayed-death inhibitors; P. falciparum luciferase reporter growth, 96 h; Potency, µM (highest dose often 28.7 µM), without a hit: top-dose activity change, negative = inhibition, actives largely listed as inhibitors; hit rate 6.9% among 320,000; AID 504834
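Readout is luminescence from an integrated firefly luciferase in P. falciparum. Red cells, 2% hematocrit and 0.05% parasitemia final, were cultured with compound through two parasite generations (96 hours) at 37 C, 5% CO2.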
Pf growth 48h: inhibits P. falciparum growth in the first generation, 48 h; Potency, µM (series often up to 28.7 µM), for inactives: at the highest dose activity change, negative = inhibition, hits mostly inhibitors; P. falciparum luciferase growth in erythrocytes, 48 h; hit rate 5.9% among 310,000
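In quantitative HTS format, infected erythrocytes bearing luciferase-reporter parasites were treated for a single generation at 37 C. Luminescence after adding detection reagent served as the growth measure.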
Sm TGR inh: inhibitors of Schistosoma mansoni thioredoxin glutathione reductase; Q962Y6; purified TGR, DTNB reduction, TNB absorbance 405 nm; Potency, µM (titrated, usually from 114 µM), for the others: at the top dose activity change, negative = inhibition, most hits filed as inhibitors; hit rate 3% among 360,000; AID 485364; further: nearly all actives have a fitted effect of over 60% in size
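Kinetic colorimetric format: TGR-catalysed, NADPH-driven DTNB reduction monitored via TNB absorbance. Enzyme dispensed at 20 nM; compound exposure 15 min at room temperature before reaction start.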
Tb PYK inh: T. brucei pyruvate kinase inhibition. Q57TT1. TbPYK enzyme, Kinase-Glo Plus ATP luminescence, 45 min. Potency, µM (highest dose often 76.8 µM), for inactives: at the highest dose activity, negative = inhibition, most hits filed as inhibitors. hit rate 0.12% among 410,000. AID 624173; further: nearly all actives have a fitted effect of over 50% in size
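Luminescence from Kinase-Glo Plus, added after a 45-minute room-temperature reaction, served as the end-point read-out. The enzyme and substrate were preincubated with compound before ADP (130 uM final) initiated turnover. Concentration-effect curves came from normalized qHTS data.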
LmPK inhibitor: blocks Leishmania mexicana pyruvate kinase activity; purified LmPK, Kinase-Glo ATP luminescence, 1 h; AID 1721; hit rate 0.37% among 290,000; Potency, µM (doses to about 57.5 µM), without a hit: top-dose activity change, negative = inhibition, hits mostly inhibitors
Target sequence (Q27686 whole entry, looked up): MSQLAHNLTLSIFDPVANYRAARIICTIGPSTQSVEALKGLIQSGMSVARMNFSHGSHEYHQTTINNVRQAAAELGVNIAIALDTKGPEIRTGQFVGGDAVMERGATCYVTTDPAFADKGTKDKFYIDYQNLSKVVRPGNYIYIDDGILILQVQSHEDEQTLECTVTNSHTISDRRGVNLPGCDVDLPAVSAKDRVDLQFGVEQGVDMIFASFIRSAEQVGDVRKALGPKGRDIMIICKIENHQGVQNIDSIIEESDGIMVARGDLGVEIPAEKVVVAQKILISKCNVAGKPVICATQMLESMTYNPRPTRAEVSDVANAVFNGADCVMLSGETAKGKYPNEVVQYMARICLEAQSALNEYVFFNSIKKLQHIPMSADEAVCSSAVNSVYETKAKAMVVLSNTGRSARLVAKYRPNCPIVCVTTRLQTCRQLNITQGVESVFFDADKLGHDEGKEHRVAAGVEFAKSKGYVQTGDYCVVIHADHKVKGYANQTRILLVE
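In 50 mM imidazole pH 7.2 with 7 mM MgCl2, LmPK (0.1 nM) turned over PEP (0.5 mM) and ADP (0.1 mM) for 1 h at room temperature. Luciferase read-out of ATP.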
HCV inh: inhibitors of hepatitis C virus infection. Huh7.5.1 HCVcc-Cre infection, luciferase reporter, 44 h. Potency, µM (series often up to 41.8 µM), for inactives: top-dose activity change, negative = inhibition, hits mostly inhibitors. hit rate 3.4% among 340,000. AID 651820
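Antiviral activity was scored by luciferase reporter output from cells infected with HCVcc-Cre (~0.5 moi) in presence of compound, 44 h infection period, cells seeded 1,000/well 4 h prior.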
An asterisk follows results filed as active; ? = inconclusive; / = no result given; & = joins results of further samples; [ ] = remark or other dose. The call rests on the fitted dose curve; in most records, active means well fitted curve in the direction sought with a large enough effect; inconclusive means small, poorly fitted or top-dose-only effect, or another doubt; inactive means no such curve, though single readings can be large; an effect the other way counts as inactive or inconclusive. On the % scale 0 is the no-effect control and ±100 the full control effect; potency means the concentration at half of the fitted maximal effect.

SMILES	Pf growth 96h	Pf growth 48h	Sm TGR inh	Tb PYK inh	LmPK inhibitor	HCV inh
Oc1ccccc1-c1nc2ccccc2nc1-c1ccccc1	?	15µM*	-8%	1%	0%	8%
CN(C)CCCN(C(=O)CCc1ccccc1)c1nc2c(F)cccc2s1	?	?	4%	0%	1%	-69%
Cc1cc(NC(=O)COC(=O)C2CC(=O)N(c3ccccc3Cl)C2)no1 (configuration not stated)	?	-14%	8%	-12%	-1%	-2%
COc1cccc(C(=O)Nc2cc(NC(=O)c3cccs3)ccc2C)c1OC	26%	19%	2%	0%	-6%	10µM*
Nn1cc(-c2ccccc2)nc1SCC(=O)Nc1ccc(S(N)(=O)=O)cc1	8%	49%[activator]	1%	-4%	0%	-4%
COc1cccc(N2CCN(C(=S)Nc3cccc(C)c3)CC2)c1	5%	39%[activator]	9%	1%	1%	-7%
COc1ccc(C)cc1NC(=O)CN(Cc1nnc(-c2ccc(Cl)cc2)o1)C1CCCC1	?	10µM*	-9%	?	4%	7.9µM*
O=c1nc2c(O)cccn2c2c1c(=O)[nH]c1ccccc12	51%[activator]	0%	-26%	-12%	3%	13%
CN(C)S(=O)(=O)N1CCC(Oc2cccc(C(=O)NC3CCCCC3)c2)CC1	6%	-17%	-26%	-28%	-1%	5.6µM*
N#C/C(=C(/O)CN1CCCC1)c1nc(-c2ccccc2)cs1	250%[activator]	149%[activator]	-18%	5%	4%	8%
O=c1c2sccc2nc(SCc2cc(=O)n3ccccc3n2)n1Cc1ccccn1	?	135%[activator]	-10%	/	-5%	/
O=c1nc2ccccc2c(NS(=O)(=O)c2ccc(Cl)cc2)n1-c1ccccc1	56%[activator]	13%	-1%	-10%	5%	15%
COc1ccccc1NC(=O)c1cc2ccccc2nc1C	-15%	-14%	-6%	-3%	3%	7%
S=c1[nH]nc(-c2ccco2)n1/N=C/c1ccc(Cl)cc1	9%	-6%	-14%	4µM*	-12%	-2%
CCOc1ccccc1N(CC(=O)N/N=C/c1cc(Br)ccc1OC)S(C)(=O)=O	0%	-23%	-4%	-2%	1%	-17%
CCCCNS(=O)(=O)c1ccc2nc(-c3cccnc3)cc(C(=O)NCCCN(CC)CC)c2c1	?	12µM*	3%	/	8%	/
CC(=O)N1c2ccc(S(=O)(=O)CCC(=O)O)cc2CC1C (configuration not stated)	?	2%	-7%	2%	5%	16%
CC(C)(C)c1ccc(COn2c(=O)c(-c3ccco3)[n+]([O-])c3ccccc32)cc1	-28%	/	18µM*	/	1%	1%
CC(C)n1c(SCC(=O)N2CCCCC2)nc2c1c(=O)n(C)c(=O)n2C	-11%	14%	0%	2%	2%	-6%
Cc1ccc(NC(=O)c2c(C)noc2C)cc1	/	3%	-14%	-7%	1%	9%
CCN/C=C(\C#N)S(=O)(=O)c1ccc(Br)cc1	34%[activator]	2%	1%	-4%	3%	0%
CCOC(=O)c1ccc(NC(=O)c2cc(S(=O)(=O)N3CCOCC3)cn2C)cc1	-13%	-26%	-10%	3%	-2%	?
Cc1cc(NC(=O)c2cc(-c3ccc(O)cc3)on2)no1	58%[activator]	85%[activator]	-10%	5%	1%	-5%
Oc1ccccc1-c1nc(N2CCCC2)c2ccccc2n1	4.1µM*	/	7%	-2%	1%	?
Nc1ccc(S(=O)(=O)Nc2ccc(C(=O)c3ccccc3)cc2)cc1	-8%	9%	-13%	-1%	0%	0%
Additional entries follow.
SMILES	Pf growth 96h	Pf growth 48h	Sm TGR inh	Tb PYK inh	LmPK inhibitor	HCV inh
NC(=O)CC(NC(=O)Cc1ccc(Br)cc1)c1ccc(NCc2ccc(F)cc2)c([N+](=O)[O-])c1 (configuration not stated)	-3%	?	5%	-3%	5%	11µM*
CCOC(=O)N1CCC(N(CCCOC)C(=O)Nc2ccc(CC)cc2)CC1	/	?	-10%	-3%	1%	?
COc1cccc(-n2c(Cc3cc(=O)[nH]c(=O)[nH]3)nnc2SCC(=O)NC2CCCCC2)c1	?	/	-29%	-17%	2%	21%
CCCC(=O)c1ccc(N2CCCCC2)c(F)c1	3%	38%[activator]	/	-4%	0%	-7%
CCc1ccc(OCc2ccc(C(=O)OC)o2)cc1	-38%	159%[activator]	-3%	1%	-4%	1%
Nc1c(C2=NCCO2)nnn1Cc1ccccc1	-4%	9%	10%	-4%	-7%	-6%
COc1ccc(N(CC(=O)N2CCN(c3ccccc3F)CC2)S(=O)(=O)c2c(C)n[nH]c2C)cc1	?	?	1%&-10%	0%&-8%	1%	2%
Cc1ccc(C(=O)N/C(=C\c2cccnc2)C(=O)N2CCCC2)cc1	72%[activator]	5%	-1%	3%	-1%	13%
CCn1cc(CN2CCC(C(=O)Nc3cccc(-c4cccc(OC)c4)c3)CC2)c(C)n1	13%	?	-8%	-6%	-6%	1%
Cn1cc(S(=O)(=O)Oc2ccccc2)c(=O)n(C)c1=O	?	?	-6%	-2%	-8%	6%
Fc1cccc(CNc2ncnc3cc(Cl)ccc23)c1F	?	/	-2%	5%	0%	7.1µM*
OCC[C@H]1C[C@@H](O)[C@H](O)[C@@]2(OCc3ccccc32)O1	70%[activator]	25%	0%	-4%	/	19%
CCCCCCCCNc1nc(Cl)nc(NCCN2CCOCC2)n1	-10%	7%	7%	1%	3%	-5%
CC(=O)c1cccc(NC(=S)NNC(=O)c2ccc(C)c([N+](=O)[O-])c2)c1	-4%	3%	/	-19%	5%	2%
COC(=O)c1sccc1NC(=O)c1ccoc1C	0%[5.75 µM]	15%	-6%	-5%	0%	0%
COc1ccccc1Nc1c2c(nc3ccc(N)cc13)CCCC2	?	?	-2%	-3%	3%	?
Cc1ccc(C)c(NC(=S)/C(=C(\[O-])c2ccc(Cl)s2)[n+]2ccccc2)c1	5.9µM*	?	-3%	-4%	2%	-12%
Cc1c(NC(=O)c2ccc(C(C)(C)C)cc2)cccc1[N+](=O)[O-]	24%	93%[activator]	-14%	-1%	3%	?
CSc1oc(-c2ccc(F)cc2)nc1S(=O)(=O)c1ccccc1	?	-14%	-1%	2%	7%	-7%
CCOC(=O)c1c(NC(=O)/C=C/c2ccc3c(c2)OCO3)sc(C)c1CC	96%[activator]	0%	-22%	-3%	5%	?
CC(Oc1ccccc1)C(=O)Nc1cccc(F)c1 (configuration not stated)	/	-4%	-5%	2%	-2%	-4%
CCc1c(C2(O)CCCCC2)[nH]c2c(C(=O)OC)cc(Cl)cc12	1%	10%	14%	3%	1%	?
CS(=O)(=O)N1CCc2cc(C(=O)Nc3ccc(COCC(F)(F)F)cc3)ccc21	?	?	0%	-1%	9%	11µM*
Cc1ccc(C(=O)Nc2cnc3ccccn3c2=O)cc1	/	205%[activator]	0%&17%	1%&-1%	-15%	18%
CC(C)Oc1ccc(S(=O)(=O)N2CCOCC2)cc1NC(=O)C1COc2ccccc2O1 (configuration not stated)	12µM*	12µM*	2%	7%	/	?
Continued:
SMILES	Pf growth 96h	Pf growth 48h	Sm TGR inh	Tb PYK inh	LmPK inhibitor	HCV inh
O=[N+]([O-])c1cccc(S(=O)(=O)N2CCN(S(=O)(=O)N3CCCCCC3)CC2)c1	?	2%	0%	2%	8%	6%
Cc1ccccc1C(OCCN(C)C)C1CCCCC1 (configuration not stated)	?	?	-11%	-3%	-6%	-21%
Cc1cc(NC(=O)C2CCN(C(=O)c3ccco3)CC2)ccc1Br	-5%	3%	-22%	1%	/	?
O=C1C=C(O)C(n2cncn2)C(c2ccc3c(c2)OCO3)C1 (configuration not stated)	57%[activator]	?	4%	-4%	6%	32%[activator]
C=CCN(CC=C)C(=O)CN1C(=O)NC(Cc2c[nH]c3ccccc23)C1=O (configuration not stated)	19%	22%	9%	2%	-3%	19%
CC(=O)Nc1ccc(C(=O)COC(=O)C2CC2)c(F)c1	29%	-1%	-11%	4%	/	4%
COc1ccc(C)cc1-n1nnnc1SCc1cn2ccsc2n1	21%	0%	1%	-3%	3%	-13%
Cc1cccc(Cc2ncc(C(F)(F)F)cc2Cl)c1	22%	18%[0.00184 µM]	-11%	1%	-4%	17%
COc1ccc(Br)cc1/C=N/n1nnnc1N	-2%	9%	29%	-6%	0%	?
Cc1ccc(-n2nnnc2SCC(=O)N2CCN(C(=O)c3ccco3)CC2)c(C)c1	6.6µM*	-19%	-28%	-12%	3%	-17%&-1%
CCOC(=O)c1[nH]c(C)c(C(=O)NC)c1C	389%[activator]	40%[activator]	-9%	-5%	0%	12%
CC(C)N1C(=S)N(Cc2ccco2)C(=O)C1CC(=O)Nc1ccccc1 (configuration not stated)	?	1µM*	40µM*	3%	17%	31%[activator]
CCOC(=O)c1c(-c2ccccc2)nc2c(C)cccn12	-10%	-2%	5%	-4%	-2%	-17%
CC1CN(C(=O)CN2C(=O)NC3(CCCC3)C2=O)C(=Nc2cccc(S(=O)(=O)N(C)C)c2)S1 (configuration not stated)	1%	?	1%	-7%	/	15%
Cc1ccc(C(=O)NC(=S)Nc2ccc3[nH]c(=O)[nH]c3c2)cc1	32%[activator]	16%	-24%	-8%	1%	1%
CCCn1c2c(c(O)c(C(=O)Nc3nc4ccccc4s3)c1=O)CCCC2	-6%	18%	1%[57.1 µM]	2%	3%	?
O=C(COC(=O)/C=C/c1ccco1)NCc1ccccc1Cl	3%	49%	18µM*	-1%	1%	4%
Cc1ccc(S(=O)(=O)Nc2cc3c4c(c2)CCC(=O)N4CCC3)cc1	-23%	-6%	-4%	-3%	/	-15%[8.37 µM]
Cc1ccc(S(=O)(=O)N2CCN(CC(=O)Nc3ccc(N4CCOCC4)cc3)CC2)cc1C	-3%	0%	-6%	4%	3%	17%
O=C(c1ccncc1)N1N=C(c2ccc(Br)cc2)CC1c1ccccc1O (configuration not stated)	?	?	3%	6%	-7%	?
CCc1ccc(Nc2cc(C)nc3ncnn23)cc1	1%	3.3µM*	1%	4%	0%	-6%
CCCOc1ccc(/C=C/C(=O)N2CCOCC2)cc1	-4%	78%[activator]	-1%	2%	-2%	1%
CN(CC(=O)NCCc1ccc(Cl)cc1)S(=O)(=O)c1cccs1	-1%	4%	4%	1%	1%	2%
NC(=O)CN1CCN(C2CC(=O)N(CCc3ccccc3)C2=O)CC1 (configuration not stated)	-33%	2%	3%	-1%	0%	1%

Pulled by compound from the entries so far, 4 records:
SMILES	Pf growth 96h	Pf growth 48h	Sm TGR inh	Tb PYK inh	LmPK inhibitor	HCV inh
CC1CN(C(=O)CN2C(=O)NC3(CCCC3)C2=O)C(=Nc2cccc(S(=O)(=O)N(C)C)c2)S1 (configuration not stated)	1%	?	1%	-7%	/	15%
Cc1ccccc1C(OCCN(C)C)C1CCCCC1 (configuration not stated)	?	?	-11%	-3%	-6%	-21%
Cc1ccc(C(=O)NC(=S)Nc2ccc3[nH]c(=O)[nH]c3c2)cc1	32%[activator]	16%	-24%	-8%	1%	1%
CC(C)N1C(=S)N(Cc2ccco2)C(=O)C1CC(=O)Nc1ccccc1 (configuration not stated)	?	1µM*	40µM*	3%	17%	31%[activator]

Six entries from above, bar-delimited.
Molecule | Pf growth 96h | Pf growth 48h | Sm TGR inh | Tb PYK inh | LmPK inhibitor | HCV inh
CCOC(=O)c1[nH]c(C)c(C(=O)NC)c1C | 389%[activator] | 40%[activator] | -9% | -5% | 0% | 12%
CCc1ccc(Nc2cc(C)nc3ncnn23)cc1 | 1% | 3.3µM* | 1% | 4% | 0% | -6%
COc1ccc(C)cc1-n1nnnc1SCc1cn2ccsc2n1 | 21% | 0% | 1% | -3% | 3% | -13%
CN(CC(=O)NCCc1ccc(Cl)cc1)S(=O)(=O)c1cccs1 | -1% | 4% | 4% | 1% | 1% | 2%
O=C(c1ccncc1)N1N=C(c2ccc(Br)cc2)CC1c1ccccc1O (configuration not stated) | ? | ? | 3% | 6% | -7% | ?
Cc1cc(NC(=O)C2CCN(C(=O)c3ccco3)CC2)ccc1Br | -5% | 3% | -22% | 1% | / | ?

Source: PubChem BioAssay
